Screens from PubChem.
Pf growth 96h = inhibits malaria parasite growth, 96 h; P. falciparum luciferase reporter growth, 96 h; Potency, µM (top dose mostly 28.7 µM), for the others: top-dose activity change, negative = inhibition, usual class: inhibitors; 6.9% of 320,000 active; AID 504834; also: potency is read from the fitted curve at half-maximal effect; % is scaled to controls: 0 for no effect and ±100 for the full control effect
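Luminescence readout: decreased luciferase signal marks inhibited growth of reporter-expressing P. falciparum in infected red cells (2% hematocrit, 0.05% parasitemia final), exposed to compound two generations (96 h, 37 C, 5% CO2).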
AmpC inh no detg = inhibitors of E. coli AmpC beta-lactamase without detergent; P00811; AmpC nitrocefin hydrolysis, absorbance 480 nm, 0.0001% Triton; Potency, µM (titrated, usually from 57.1 µM), for the others: top-dose activity change, negative = inhibition, most hits filed as inhibitors; 0.52% of 330,000 active;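 also: potency is read from the fitted curve at half-maximal effect; plate controls were no compound for no effect and no enzyme for full effect; nearly all actives have a fitted effect of over 20% in size; some results filed as inactive show a strong effect at the top dose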
Target sequence (P00811 whole entry, looked up): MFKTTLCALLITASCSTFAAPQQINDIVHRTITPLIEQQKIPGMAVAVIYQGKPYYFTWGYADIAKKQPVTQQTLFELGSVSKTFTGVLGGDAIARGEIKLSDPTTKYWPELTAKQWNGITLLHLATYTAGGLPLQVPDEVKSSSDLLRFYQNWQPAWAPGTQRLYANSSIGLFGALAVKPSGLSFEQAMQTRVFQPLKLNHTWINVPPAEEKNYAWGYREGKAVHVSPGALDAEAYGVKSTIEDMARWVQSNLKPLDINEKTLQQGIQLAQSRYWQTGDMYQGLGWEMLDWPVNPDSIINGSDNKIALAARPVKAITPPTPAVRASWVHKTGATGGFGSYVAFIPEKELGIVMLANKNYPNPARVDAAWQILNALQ
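AmpC (5.3 nM in the dispensed reagent) in 20 mM phosphate pH 7.0 with 0.01% (detergent screen) or 0.0001% Triton X-100 was preincubated with compounds for 15 min at room temperature. Nitrocefin was then added from an 800 uM solution, and hydrolysis was followed at 480 nm.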
Tb PYK inh = T. brucei pyruvate kinase inhibition; Q57TT1; TbPYK enzyme, Kinase-Glo Plus ATP luminescence, 45 min; Potency, µM (series often up to 76.8 µM), without a hit: at the top dose activity, negative = inhibition, usual class: inhibitors; 0.12% of 410,000 active; AID 624173; also: potency is read from the fitted curve at half-maximal effect; % is scaled to controls: 0 for no effect and ±100 for the full control effect; nearly all actives have a fitted effect of over 50% in size
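ADP (130 uM final) triggers the TbPYK reaction after compound addition; incubation is 45 min at room temperature. Kinase-Glo Plus is then added and luminescence imaged. Normalized data are fitted to concentration-effect curves.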
Pf growth 48h = inhibits P. falciparum growth in the first generation, 48 h | AID 504832 | 5.9% of 310,000 active | Potency, µM (top dose mostly 28.7 µM), for the others: top-dose activity change, negative = inhibition, hits mostly inhibitors | P. falciparum luciferase growth in erythrocytes, 48 h; also: potency is read from the fitted curve at half-maximal effect; % is scaled to controls: 0 for no effect and ±100 for the full control effect
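Read-out is firefly luciferase luminescence from an integrated reporter in P. falciparum, so falling signal marks reduced parasite growth. Infected erythrocytes were at 2% hematocrit and 0.1% parasitemia (final) in Albumax-supplemented RPMI 1640.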
LmPK inh = blocks Leishmania mexicana pyruvate kinase activity | Q27686 | purified LmPK, Kinase-Glo ATP luminescence, 1 h | Potency, µM (series often up to 57.5 µM), without a hit: at the top dose activity change, negative = inhibition, actives largely listed as inhibitors | 0.37% of 290,000 active | AID 1721; also: potency is read from the fitted curve at half-maximal effect; % is scaled to controls: 0 for no effect and ±100 for the full control effect
Target sequence (Q27686 whole entry, looked up): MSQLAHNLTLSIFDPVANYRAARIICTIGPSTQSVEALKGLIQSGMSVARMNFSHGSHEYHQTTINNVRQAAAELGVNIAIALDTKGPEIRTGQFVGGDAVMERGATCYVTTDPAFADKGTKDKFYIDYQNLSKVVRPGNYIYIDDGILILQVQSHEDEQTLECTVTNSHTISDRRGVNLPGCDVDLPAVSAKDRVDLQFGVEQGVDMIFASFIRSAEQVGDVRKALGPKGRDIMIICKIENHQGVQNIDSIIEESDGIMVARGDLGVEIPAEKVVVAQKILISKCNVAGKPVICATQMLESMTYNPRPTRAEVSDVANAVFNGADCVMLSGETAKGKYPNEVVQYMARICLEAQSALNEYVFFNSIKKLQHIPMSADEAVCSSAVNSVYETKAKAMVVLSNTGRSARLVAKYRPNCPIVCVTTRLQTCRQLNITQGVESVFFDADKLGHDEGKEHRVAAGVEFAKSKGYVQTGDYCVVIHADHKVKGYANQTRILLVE
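Kinase-Glo luminescence read after 1 h RT reaction of 0.1 nM LmPK with 0.5 mM PEP and 0.1 mM ADP. Activity scaled between uninhibited and enzyme-free controls.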
Cycloheximide cs = counter-screen hit for Shiga toxin inhibitors, cycloheximide; cell reporter, cycloheximide protein synthesis inhibition counterscreen; max response, %; 12% of 300,000 active; in the data active = max response mostly above about 13%, no sharp cut-off; inactive = mostly below about 14%; also: read at 38.3 µM for the half of the compounds with a filed dose; 0% is about no effect
Shiga toxin inh = blocks Shiga toxin action in Vero cells | Vero cells, Shiga toxin protein synthesis inhibition reporter | inhibition, % at 38.7 µM | 9.2% of 290,000 active; in the data active = inhibition mostly above about 28%, no sharp cut-off; inactive = mostly below about 43%; also: 0% is about no effect
Numbers without * were called inactive; [ ] = dose if it differs, or a comment. Unless noted, calls follow the shape of the dose curve; as a rule, active = well fitted curve in the direction sought with a large enough effect; inconclusive = small, poorly fitted or top-dose-only effect, or another doubt; inactive = no such curve, though single readings can be large; an effect the other way counts as inactive or inconclusive. Compounds as they come; any-hit rate near 22%.

For CC1CCCCC1NC(=O)CN(C)S(=O)(=O)c1ccc2c(c1)c(=O)n(C)c(=O)n2C (stereo not drawn) the results were Pf growth 96h inconclusive, AmpC inh no detg 1%, Tb PYK inh 3%, Pf growth 48h -6%, LmPK inh -5%, Cycloheximide cs 6 and Shiga toxin inh 16.
`c1coc(CNc2c3c(nc4ncnn24)CCC3)c1` gave Pf growth 96h -19%, AmpC inh no detg 5%, Tb PYK inh 3%, LmPK inh 17%, Cycloheximide cs -5 and Shiga toxin inh -11.
For CC(=O)c1cccc(NC(=O)c2cc(-c3ccc(C)cc3)on2)c1 the results were Pf growth 96h 65%[activator], AmpC inh no detg -29%, Tb PYK inh -9%, Pf growth 48h 144%[activator], LmPK inh 2%, Cycloheximide cs 30* and Shiga toxin inh active.
For CC(c1ccc2c(c1)OCO2)n1c(=S)[nH]c2ccccc2c1=O (stereo not drawn) the results were Pf growth 96h inconclusive, AmpC inh no detg -54%, Tb PYK inh -15% and Pf growth 48h inconclusive.
For Cc1ccccc1Cn1c(=O)n(CC2CCC(C(=O)NCCc3ccccc3)CC2)c(=O)c2ccccc21 (stereo not drawn) the results were Pf growth 96h 44%[activator], AmpC inh no detg -11%, Tb PYK inh -2%, Pf growth 48h 21%, LmPK inh 2%, Cycloheximide cs -1 and Shiga toxin inh 8.
`Cc1ccc(/C=C2/Sc3ccc(C(=O)N4CCN(C)CC4)cc3NC2=O)cc1` gave Pf growth 96h 3%, AmpC inh no detg 58%, Tb PYK inh 11%, Pf growth 48h inconclusive, LmPK inh -3%, Cycloheximide cs 5 and Shiga toxin inh -10.
Screening CCCNC(=O)c1cc(-c2ccc(OC)cc2)n(CCCOC)c1C returned Pf growth 96h 39%[activator], AmpC inh no detg 5%, Tb PYK inh -4%, Pf growth 48h 2.1µM*, LmPK inh 1%, Cycloheximide cs -1 and Shiga toxin inh -13.
`COc1cc2c(cc1OC)-c1nnc(-c3ccco3)n1C1(CCCC1)C2` gave Pf growth 96h -2%, AmpC inh no detg -2%, Tb PYK inh -4%, Pf growth 48h inconclusive, LmPK inh 6%, Cycloheximide cs -2 and Shiga toxin inh -3.
`Cc1cccc(NC(=S)NCCc2ccc(Cl)cc2)c1C` gave Pf growth 96h 0%, AmpC inh no detg -38%, Tb PYK inh 1%, Pf growth 48h 2.9µM*, LmPK inh 1%, Cycloheximide cs 17* and Shiga toxin inh 41.
For Cc1ccc(-n2nc3c(=O)n(CCCC(=O)NCc4ccco4)nc(C)c3c2C)cc1 the results were Pf growth 96h inconclusive, AmpC inh no detg 29%, Tb PYK inh -1%, Pf growth 48h 12µM*, LmPK inh 2%, Cycloheximide cs 6 and Shiga toxin inh 1.
`COc1cccc(C(=O)NCCCN2CCN(CCCNC(=O)c3cccc(OC)c3)CC2)c1` gave Pf growth 96h -11%, AmpC inh no detg 13%, Tb PYK inh 11%, Pf growth 48h -2%, LmPK inh 1%, Cycloheximide cs -3 and Shiga toxin inh -7.
`Nc1nnc(SCC(=O)Nc2sc3c(c2C(=O)c2ccccc2)CCCC3)s1` gave Pf growth 96h inconclusive, AmpC inh no detg -35%, Tb PYK inh -4%, Pf growth 48h -18%, LmPK inh -4%, Cycloheximide cs -1 and Shiga toxin inh -7.
Cc1ccc(S(=O)(=O)N2CC3CCC2C3)cc1 (stereo not drawn) was read as Pf growth 96h -11%, AmpC inh no detg -9%, Tb PYK inh -5%, Pf growth 48h 48%[activator], LmPK inh -1%, Cycloheximide cs -1 and Shiga toxin inh 13.
Screening Cc1ccccc1OCCn1c(CCNC(=O)C2CCCCC2)nc2ccccc21 returned Tb PYK inh 4%, Cycloheximide cs -2 and Shiga toxin inh -5.
Screening CC[C@@H]1Cc2cc(O)ccc2C2=C1c1ccc(O)cc1C[C@H]2CC returned Pf growth 96h inconclusive, AmpC inh no detg -39%, Tb PYK inh -3%, Pf growth 48h 12µM*, Cycloheximide cs -7 and Shiga toxin inh -23.
O=[N+]([O-])c1ccc2c(c1)nc(CO)n2Cc1ccccc1 was read as Pf growth 96h inconclusive, AmpC inh no detg -14%, Tb PYK inh -2%, Pf growth 48h inconclusive, LmPK inh 6%, Cycloheximide cs -1 and Shiga toxin inh -2.
For CCCNc1c(NS(=O)(=O)c2ccc3c(c2)CCCC3)c(=O)oc2ccccc12 the results were Pf growth 96h inconclusive, AmpC inh no detg -16%, Tb PYK inh 0%, Pf growth 48h 9%, LmPK inh -4%, Cycloheximide cs -2 and Shiga toxin inh -8.
`CNC(=O)/C(C#N)=C/c1c(N2CCN(c3ccc(OC)cc3)CC2)nc2c(C)cccn2c1=O` gave Pf growth 96h inconclusive, AmpC inh no detg 130%[activator], Tb PYK inh -7%, Pf growth 48h inconclusive, LmPK inh 7%, Cycloheximide cs -6 and Shiga toxin inh -6.
Screening CCOC(=O)c1cnc(-n2nc(C)cc2C)nc1Oc1ccccc1F returned Pf growth 96h 20%, AmpC inh no detg 51%, Tb PYK inh -8%, Pf growth 48h 3%, LmPK inh 5%, Cycloheximide cs -1 and Shiga toxin inh 6.
`CCCOc1ccc(C(=O)NCCC(=O)NCCCC(=O)OCC)cc1` gave AmpC inh no detg 9%, Tb PYK inh -7%, Pf growth 48h 8%, LmPK inh 2%, Cycloheximide cs -2 and Shiga toxin inh -21.

3 compounds picked at random from those above, as already listed:
O=[N+]([O-])c1ccc2c(c1)nc(CO)n2Cc1ccccc1 was read as Pf growth 96h inconclusive, AmpC inh no detg -14%, Tb PYK inh -2%, Pf growth 48h inconclusive, LmPK inh 6%, Cycloheximide cs -1 and Shiga toxin inh -2.
`Nc1nnc(SCC(=O)Nc2sc3c(c2C(=O)c2ccccc2)CCCC3)s1` gave Pf growth 96h inconclusive, AmpC inh no detg -35%, Tb PYK inh -4%, Pf growth 48h -18%, LmPK inh -4%, Cycloheximide cs -1 and Shiga toxin inh -7.
Screening CCOC(=O)c1cnc(-n2nc(C)cc2C)nc1Oc1ccccc1F returned Pf growth 96h 20%, AmpC inh no detg 51%, Tb PYK inh -8%, Pf growth 48h 3%, LmPK inh 5%, Cycloheximide cs -1 and Shiga toxin inh 6.

Remaining list, next part:
Screening Cc1cc(C(=O)COC(=O)CCC(=O)c2ccc3c(c2)OCCO3)c(C)n1Cc1ccco1 returned Pf growth 96h inconclusive, AmpC inh no detg -35%, Tb PYK inh 2%, Pf growth 48h 18%, LmPK inh 0%, Cycloheximide cs 12 and Shiga toxin inh 31.
Screening Cc1ccc2oc(=O)c3cnn(CC(=O)NC4CCCCC4C)c3c2c1 (stereo not drawn) returned Pf growth 96h inconclusive, AmpC inh no detg -14%, Tb PYK inh -17%, LmPK inh 4%, Cycloheximide cs -2 and Shiga toxin inh -14.
CN1CCN(C(=O)/C(=C/c2ccccc2)c2ccccc2)CC1 was read as AmpC inh no detg 23%, Tb PYK inh -4%, Pf growth 48h -1%, LmPK inh 1%, Cycloheximide cs 2 and Shiga toxin inh -20.
c1csc(-c2noc(COc3ccc4c(c3)CCCC4)n2)c1 was read as Pf growth 96h inconclusive, AmpC inh no detg -15%, Tb PYK inh 4%, Pf growth 48h 77%[activator], LmPK inh 1%, Cycloheximide cs 41* and Shiga toxin inh 89*.
Screening S=C(N/N=C/c1ccc(Br)cc1)N1CCCCC1 returned Pf growth 96h 99%[activator], AmpC inh no detg -40%, Tb PYK inh -16%, Pf growth 48h inconclusive, LmPK inh 2%, Cycloheximide cs 40* and Shiga toxin inh 64*.
Screening COc1ccc(NC(=O)CSc2ncnc3[nH]ncc23)cc1 returned Pf growth 96h inconclusive, AmpC inh no detg -9%, Tb PYK inh inconclusive, Pf growth 48h inconclusive, LmPK inh 4%, Cycloheximide cs 1 and Shiga toxin inh -13.
Screening Cc1ncoc1C(=O)N1CCCC(CCC(=O)NCc2ccc(F)c(F)c2)C1 (stereo not drawn) returned Pf growth 96h 88%[activator], AmpC inh no detg -6%, Tb PYK inh -5%, Pf growth 48h -8%, LmPK inh -5%, Cycloheximide cs 16 and Shiga toxin inh 43.
Screening Fc1ccc(N2CCN(Cc3cc4c(cc3Br)OCO4)CC2)cc1 returned Pf growth 96h inconclusive, AmpC inh no detg -25%, Tb PYK inh 1%, Pf growth 48h 209%[activator], LmPK inh 2%, Cycloheximide cs 7 and Shiga toxin inh -21.
`CCC(C)[C@H](N)c1nnc(SCC(=O)Nc2ccc(C)cc2C)o1` (stereo partly drawn) gave Pf growth 96h 34%, AmpC inh no detg -28%, Tb PYK inh 4%, Pf growth 48h 10%, LmPK inh 0%, Cycloheximide cs 11 and Shiga toxin inh -6.
For Cc1ccc(CSc2nnc(-c3ccncc3)n2CC2CCCO2)cc1 (stereo not drawn) the results were Pf growth 96h 9%, AmpC inh no detg -6%, Tb PYK inh -7%, Pf growth 48h -9%, LmPK inh 1%, Cycloheximide cs -2 and Shiga toxin inh 2.
For O=S(=O)(Nc1ccccc1)c1ccc2c(c1)CCO2 the results were Pf growth 96h 4%, AmpC inh no detg -18%, Tb PYK inh 3%, Pf growth 48h -4%, LmPK inh -1%, Cycloheximide cs 1 and Shiga toxin inh 11.
Screening COc1ccc(CN2CCC(N3CCC(C(=O)N4CCOCC4)CC3)CC2)c(F)c1 returned Pf growth 96h 10µM*, AmpC inh no detg -19%, Tb PYK inh -2%, Pf growth 48h 11%, LmPK inh 3%, Cycloheximide cs -1 and Shiga toxin inh 12.
`O=C(Nc1ccc(F)cc1F)c1ccc2nc(N3CCOCC3)sc2c1` gave Pf growth 96h 12µM*, AmpC inh no detg -12%, Tb PYK inh -2%, Pf growth 48h 80%[activator], LmPK inh -1%, Cycloheximide cs 18* and Shiga toxin inh 49*.
CCCN1CCN(CCCNC(=O)Cn2nc(-c3ccc(Cl)cc3)ccc2=O)CC1 was read as Pf growth 96h -7%, AmpC inh no detg -11%, Tb PYK inh -7%, Pf growth 48h inconclusive, LmPK inh -1%, Cycloheximide cs 11 and Shiga toxin inh -10.
c1ccc(Cn2nnc(CNc3ccccc3)c2-c2c(CNc3ccccc3)nnn2Cc2ccccc2)cc1 was read as Pf growth 96h 1.9µM*, AmpC inh no detg -16%, Tb PYK inh 3%, Pf growth 48h 2.6µM*, LmPK inh 1%, Cycloheximide cs -2 and Shiga toxin inh -3.
`O=C(CSc1nc(O)cc(=O)[nH]1)C1CC1` gave AmpC inh no detg -9%, Tb PYK inh -6%, Pf growth 48h -18%, LmPK inh 9%, Cycloheximide cs 9 and Shiga toxin inh 22.
For O=S(=O)(c1ccc(Cl)cc1)N1CCN(c2ccc(N3CCOCC3)nn2)CC1 the results were AmpC inh no detg -11%, Tb PYK inh 1%, Pf growth 48h inconclusive, LmPK inh 0%, Cycloheximide cs -3 and Shiga toxin inh -14.
Screening Cc1nn(-c2ccccc2)c(OC(=O)c2cccs2)c1S(=O)(=O)c1ccc([N+](=O)[O-])cc1 returned AmpC inh no detg -20%, Tb PYK inh -15%, Pf growth 48h 12%, LmPK inh 6%, Cycloheximide cs 1 and Shiga toxin inh -1.
For CN(C)c1ccc(/C=N/NC(=O)c2nnn(-c3nonc3N)c2COc2ccc(F)cc2)cc1 the results were Pf growth 96h 37%[activator], AmpC inh no detg -28%, Tb PYK inh -5%, Pf growth 48h 25%, LmPK inh 7%, Cycloheximide cs -1 and Shiga toxin inh -16.
